# Bioassay records deposited in PubChem BioAssay by Southern Research Specialized Biocontainment Screening Center.
# NS5 inhibitors: Dengue-2 NS5 methyltransferase inhibitors, primary screen, biochemical, confirmation dose response (AID 588689) | Dengue-2 NS5 methyltransferase capping enzyme assay, biochemical; higher % means a stronger effect | Genome polyprotein (Dengue virus type 2 (strain 16681-PDK53)) | 0.3% of 340,000 active | inhibition, % at 25 µM, or IC50 in µM where a hit was titrated; in the data active means a potency from the dose series
# Rac1 GTP hydrolysis: MgcRacGAP GTPase-activating activity inhibitors, confirmation, biochemical, ADP Hunter fluorescence; Rac GTPase-activating protein 1 (Homo sapiens); MgcRacGAP-stimulated Rac1 GTP hydrolysis, ADP Hunter fluorescence; higher % means a stronger effect; GST-tagged Rac1 F28L mutant substrate; inhibition, % at 30 µM, or IC50 in µM where a hit was titrated; 0.6% of 340,000 active;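 active means first-screen hits whose inhibition reached a set limit at any dose in the follow-up dose series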;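 further: fluorescence reports GDP produced by GAP-driven GTP hydrolysis; strong numbers were not always called active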
# K1F lysis inhibition: inhibition of K1F phage lysis, E. coli UTI89, bacterial capsule biogenesis inhibitors, alamar blue (AID 488966); inhibition, % at 100 µM; hits with a dose series show IC50 in µM; E. coli UTI89 K1F phage lysis, alamar blue, 2 h; higher % means a stronger effect; 0.02% of 340,000 active;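 active means phage lysis inhibition, versus mean bacterial control, above a set limit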;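 further: capsule biogenesis inhibitors block K1F phage lysis so surviving cells raise fluorescence; higher fluorescence means more inhibition of phage lysis; actives were called in the ten point dose series up to 300 µM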
# NS5 inhibitors pilot replicate: second read-out of NS5 inhibitors, no call of its own (marks repeat the call); inhibition, %; measured here: pilot screen replicate inhibition
# Starred values were filed as active, the others as inactive; [ ] = dose if it differs, or a comment.
SMILES,NS5 inhibitors,Rac1 GTP hydrolysis,K1F lysis inhibition,others
Cc1nc(SCC(=O)NCC2COc3ccccc3O2)c2c(C)c(C)sc2n1 (stereo not given),-7.2%,5.0%,-0.3%[50 µM],
CC[C@]12c3[nH]c4ccc(Cl)cc4c3CCN1C(=O)[C@@H](CC(=O)NC/C=C(\C)CCC=C(C)C)C[C@@H]2C(=O)N1CCN(C(=O)C2CC2)CC1,0.7%,5.7%,0.1%,NS5 inhibitors pilot replicate=-1.5
Cc1cccc(-n2ncc3c(=O)[nH]c(SCC(=O)Nc4cc(C)on4)nc32)c1,0.0%,-3.1%,-0.5%,
N#CCC(=O)Nc1ccc(C(=O)OCC(=O)NC2CCCc3ccccc32)cc1 (stereo not given),-13.1%,3.2%,-0.2%[50 µM],
c1ccc(-c2sc3ccccc3c2-c2ccc(OCCN3CCOCC3)cc2)cc1,-3.2%,4.0%,1.0%,
COc1cccc(CNC(=O)COC(=O)c2cccc(S(=O)(=O)N3CCCC3)c2)c1,-2.2%,7.5%,4.2%[50 µM],
O=S(=O)(NCc1ccccc1)c1ccccc1NCCc1ccccc1,2.0%,9.1%,-0.1%,NS5 inhibitors pilot replicate=-0.3
CCN(C(=O)COC(=O)C(C)(C)Oc1ccc(Cl)cc1)c1c(N)n(Cc2ccccc2)c(=O)[nH]c1=O,2.9%,4.6%,0.4%[50 µM],
S=c1nc2[nH]c3ccccc3c2n[nH]1,-6.4%,11.8%,0.2%,
C[C@H](CO)N1C[C@H](C)[C@@H](CN(C)C(=O)NC2CCCCC2)Oc2ccc(NC(=O)CCC(F)(F)F)cc2C1=O,-4.8%,6.0%,0.9%,
Cc1cccc(C2c3c(n(C)c(=O)n(C)c3=O)N=C3c4ccccc4C(=O)C32)c1 (stereo not given),2.3%,2.5%,0.5%,
O=C1OCCN1N=Cc1ccco1,3.9%,5.8%,-3.8%,
Cc1sc(NC(=O)CSc2n[nH]c(N)n2)c(C#N)c1C,0.7%,8.3%,-1.0%,
CCOC(=O)[C@H]1[C@H]2COc3cc(OC)ccc3[C@@H]2N2C(=O)CN(Cc3ccc(Cl)cc3)C(=O)[C@@]12C,14.2%,11.8%,2.5%,
O=C(Nc1ccc2oc(=O)c(C(=O)O)cc2c1)Oc1ccccc1,-13.9%,7.5%,-0.1%,
CCCn1nc(C(=O)Nc2cc(S(=O)(=O)Nc3ccc(OC)cc3)ccc2O)c2ccccc2c1=O,-0.4%,0.8%,-1.7%,
O=C(OCc1c(-c2ccccc2)ncc2ccccc12)c1ccccc1C(F)(F)F,-6.5%,-26.2%,-0.2%,
Cc1sc2nc(SCC(=O)Nc3cccc(C(=O)O)c3)[nH]c(=O)c2c1C,-0.7%,11.7%,-0.1%[50 µM],
O=C(C[C@@H]1C/C=C\CC[C@@H](Cc2ccc(F)cc2)C(=O)OC[C@@H](Cc2ccccc2)NC1=O)NCCO,2.8%,9.8%,2.3%,
COc1ccc(C(=O)C(C)C(C)=O)c(OCc2ccccc2)c1OC (stereo not given),-9.7%,-8.9%,1.7%,
CC1(NC(=O)Cc2c(F)cccc2Cl)CCS(=O)(=O)C1 (stereo not given),6.1%,-0.5%,1.1%[50 µM],
Cc1cc(C(=O)COC(=O)c2ccc(NC(=O)CC#N)cc2)c(C)n1C1CC1,-13.1%,1.8%,0.6%[50 µM],
COc1ccccc1NC(=O)COC(=O)c1cc2c(s1)CCC2,4.4%,5.3%,1.9%[50 µM],
CCOC(=O)c1oc2c(CN3CCN(C)CC3)c(O)c(CC)cc2c(=O)c1-c1nc2ccccc2s1,-5.5%,8.7%,-0.2%,
COc1ccccc1NS(=O)(=O)c1cc(C(=O)NCCCN2CCCC2=O)ccc1C,0.7%,3.8%,0.4%[50 µM],
COc1cccc(C(=O)OCC(=O)NCCC2=CCCCC2)c1,-5.4%,-32.3%,1.3%,
NS(=O)(=O)c1cccc(NC(=O)COC(=O)CSCc2ccccc2)c1,-1.5%,0.2%,0.9%[50 µM],
COc1ccc(NC(=O)Nc2ccc3c(c2)C(=O)N([C@H](C)CO)C[C@H](C)[C@@H](CN(C)S(=O)(=O)c2ccc(F)cc2)O3)cc1,-21.4%,0.4%,0.5%,
NS(=O)(=O)c1cccc(NC(=O)CCc2ccc(S(=O)(=O)N3CCOCC3)cc2)c1,-10.3%,5.4%,0.5%[50 µM],
CN(C)C(=O)CCc1ccc2c3c([nH]c2c1)[C@]1(C)[C@@H](C(=O)N2CCOCC2)C[C@H](CC(=O)NCc2cccc(C(F)(F)F)c2)C(=O)N1CC3,1.6%,-2.9%,-0.1%,NS5 inhibitors pilot replicate=4.2
O=C1c2ccccc2S(=O)(=O)N1CCCN1C(=O)c2ccccc2S1(=O)=O,12.8%,2.2%,-1.0%,
O=C(Nc1c[nH]c(=O)[nH]c1=O)OCc1ccccc1,14.4%,0.0%,2.7%,
Cc1cc2c(s1)c1cnn(-c3ccccc3)c(=O)c1n2C,-5.2%,17.0%,0.3%,
O=C(Cn1[nH]c(=O)c2ccccc2c1=O)NCCN1C(=O)S/C(=C\c2ccccc2)C1=O,5.1%,7.5%,0.7%[50 µM],
COCCCOc1cc(NCc2ccccc2)c2ncn(C(C)C)c2c1,-2.8%,14.3%,-0.1%,
O=C(C[C@H]1C/C=C\CC[C@H](Cc2ccc(F)cc2)C(=O)OC[C@H]2CCCN2C1=O)NCCO,-3.2%,4.6%,-0.7%,
Cc1c(Cl)cnc(NC(=O)COC(=O)[C@@H](NC(=O)c2ccco2)C(C)C)c1Cl,5.3%,6.2%,1.3%[50 µM],
CCN(C[C@H]1N[C@@](Cc2ccccc2)(C(=O)OC)[C@H]2C(=O)N(C)C(=O)[C@@H]12)C(=O)c1ccc(F)cc1,-5.0%,5.3%,0.4%,NS5 inhibitors pilot replicate=-5.8
COC(=O)[C@@]1(C)[C@H]2C(=O)N(Cc3ccccc3)C(=O)[C@H]2[C@H]2CN(C)C(=NC3CCCCC3)N21,1.6%,8.6%,0.0%,NS5 inhibitors pilot replicate=-3.6
CC[C@@H]1C=C(C(=O)O)[C@H](c2ccc(F)cc2)N1S(=O)(=O)c1ccc(C)cc1,1.3%,7.9%,0.4%,NS5 inhibitors pilot replicate=1.5
O=C(NC(=S)N1CCN(c2ccc(O)cc2)CC1)c1ccco1,7.4%,33.1µM*,1.5%,
O=C(O)c1ccccc1CC(CCc1ccccc1)C(=O)O (stereo not given),15.5%,5.2%,2.1%,
CN(C)c1ccc(C(=O)NCC(c2cccs2)N2CCOCC2)cc1 (stereo not given),2.2%,1.1%,0.1%[50 µM],
CCC(CC)C(=O)OCC(=O)C1(O)CCC2C3CCC4=CC(=O)CCC4(C)C3C(O)CC21C (stereo not given),4.8%,-6.1%,-1.2%,
Cc1ccc(NC(=O)c2ncn(CCCN3CCN(c4ccccn4)CC3)n2)cc1C,2.6%,3.3%,-0.2%,

# Reprinted from the part before: 3 compounds, then new ones.
SMILES,NS5 inhibitors,Rac1 GTP hydrolysis,K1F lysis inhibition,others
CN(C)c1ccc(C(=O)NCC(c2cccs2)N2CCOCC2)cc1 (stereo not given),2.2%,1.1%,0.1%[50 µM],
CCC(CC)C(=O)OCC(=O)C1(O)CCC2C3CCC4=CC(=O)CCC4(C)C3C(O)CC21C (stereo not given),4.8%,-6.1%,-1.2%,
Cc1ccc(NC(=O)c2ncn(CCCN3CCN(c4ccccn4)CC3)n2)cc1C,2.6%,3.3%,-0.2%,
COc1ccc(C(c2c(NC(=O)c3ccco3)sc(C)c2C)N2CCOCC2)cc1 (stereo not given),-3.7%,5.3%,0.8%[50 µM],
O=C(COc1ncnc2ccccc12)NC1CCCCC1,0.8%,-1.5%,0.5%[50 µM],
CS(=O)(=O)c1ccc(C(=O)N2CCN(C(=O)c3ccco3)CC2)cc1,-2.9%,5.5%,1.8%[50 µM],
O=C(CSc1nnc(COc2ccc(Cl)cc2)o1)Nc1ccc(N2CCOCC2)cc1,-5.8%,6.7%,1.8%[50 µM],
CC(=O)OC1CC2(C)C(CCC2(O)C(C)=O)C2CCC3C(Cl)C(=O)CCC3(C)C12 (stereo not given),9.3%,2.5%,-0.9%,
Cc1cccc(N2CCN(C(=O)CN3C(=O)NC(C)(C4CC4)C3=O)CC2)c1C (stereo not given),-2.2%,8.9%,2.5%[50 µM],
CC(C)c1ccccc1NC(=O)C1CCCN(C(=O)c2ccc(Cl)cc2)C1 (stereo not given),2.2%,1.2%,-0.5%[50 µM],
Cc1cc(C)n2nc(C(=O)Nc3ccc4c(c3)OCCO4)nc2n1,-5.1%,-2.7%,0.5%[50 µM],
Cc1ccc(OCC(=O)Nc2c(C)nn(-c3ccccc3)c2C)c(Br)c1,-0.7%,8.3%,0.3%[50 µM],
COc1ccccc1NC(=O)N(O)C1(C#N)CCCCC1,1.5%,3.7%,1.1%,
C[C@H](CO)N1C[C@H](C)[C@@H](CN(C)C(=O)NC2CCCCC2)Oc2c(NC(=O)CCC(F)(F)F)cccc2C1=O,5.6%,6.3%,0.3%,NS5 inhibitors pilot replicate=4.8
O=C(CN1C(=O)c2ccccc2C1=O)NC(Cc1ccccc1)C(=O)O (stereo not given),0.0%,-2.8%,0.1%,
CN1C[C@@H]2[C@@H]3C(=O)N(Cc4ccccc4)C(=O)[C@@H]3[C@](Cc3ccccc3)(C1=O)N2C(=O)c1ccc(Cl)cc1,-6.4%,7.7%,0.6%,
COc1ccc(CCOC2OC(CO)C(OC(=O)/C=C/c3ccc(O)c(OC)c3)C(O[C@H]3O[C@@H](C)[C@H](O)[C@@H](O)[C@H]3O)C2O)cc1O (stereo not given in full),3.6%,31.5%,-2.9%,
O=C1CS(=O)(=O)N(Cc2ccccc2F)c2ccc(Br)cc21,-3.0%,6.8%,0.9%,NS5 inhibitors pilot replicate=-5.1

# Fetched by structure from the entries so far:
SMILES,NS5 inhibitors,Rac1 GTP hydrolysis,K1F lysis inhibition,others
C[C@H](CO)N1C[C@H](C)[C@@H](CN(C)C(=O)NC2CCCCC2)Oc2c(NC(=O)CCC(F)(F)F)cccc2C1=O,5.6%,6.3%,0.3%,NS5 inhibitors pilot replicate=4.8
COc1ccccc1NC(=O)N(O)C1(C#N)CCCCC1,1.5%,3.7%,1.1%,
COc1ccc(CCOC2OC(CO)C(OC(=O)/C=C/c3ccc(O)c(OC)c3)C(O[C@H]3O[C@@H](C)[C@H](O)[C@@H](O)[C@H]3O)C2O)cc1O (stereo not given in full),3.6%,31.5%,-2.9%,
Cc1cccc(N2CCN(C(=O)CN3C(=O)NC(C)(C4CC4)C3=O)CC2)c1C (stereo not given),-2.2%,8.9%,2.5%[50 µM],
CN1C[C@@H]2[C@@H]3C(=O)N(Cc4ccccc4)C(=O)[C@@H]3[C@](Cc3ccccc3)(C1=O)N2C(=O)c1ccc(Cl)cc1,-6.4%,7.7%,0.6%,

# (next part)
SMILES,NS5 inhibitors,Rac1 GTP hydrolysis,K1F lysis inhibition,others
CCCCC1CCC(C(=O)Nc2ccc(N3CCOCC3)cc2N2CCOCC2)CC1 (stereo not given),1.9%,-1.7%,0.4%[50 µM],
O=C(COc1ccccc1[N+](=O)[O-])NCC1COc2ccccc2O1 (stereo not given),-2.4%,-1.6%,0.2%,
O=C(COn1nnc2ccc(Cl)cc21)NC1CCS(=O)(=O)C1 (stereo not given),5.1%,4.9%,0.9%[50 µM],
C=CC[C@H](CC(=O)NCCO)C(=O)N[C@H](COC(=O)[C@@H](CC=C)Cc1ccc(F)cc1)c1ccccc1,2.4%,2.3%,0.8%,
O=C(CN1C(=O)c2ccccc2C1=O)NC1(C(=O)O)CCCC1,9.6%,-0.2%,1.9%,
c1cc2c3c(cccc3c1)NN=N2,8.5%,14.5%,-2.0%,
O=C(OCC(=O)N1CCCCC1)c1cccs1,-0.8%,4.3%,-1.8%,
Cc1ccc(NC(=O)COc2ccc(Br)cc2CO)cc1S(=O)(=O)N1CCOCC1,-5.1%,2.6%,1.2%[50 µM],
C[C@H](CO)N1C[C@H](C)[C@@H](CN(C)C(=O)NC2CCCCC2)Oc2c(NC(=O)c3ccncc3)cccc2C1=O,-1.6%,-17.5%,-0.5%,
CCCCN(C(=O)C1CCCO1)c1c(N)n(CCC)c(=O)[nH]c1=O (stereo not given),8.2%,5.7%,0.3%,
CC1Cc2ccccc2N1C(=O)Cn1cc([N+](=O)[O-])ccc1=O (stereo not given),13.9%,1.6%,4.7%,
Nc1nccc(SCc2ccc(Cl)cc2Cl)n1,-1.6%,4.5%,-2.8%,
CCOC(=O)C1=CN(CC)S(=O)(=O)NC1c1ccc(C(F)(F)F)cc1 (stereo not given),-10.2%,2.7%,0.0%,NS5 inhibitors pilot replicate=-4.8
Cc1c(C(=O)Nc2cccc(S(=O)(=O)N3CCOCC3)c2)oc2ccccc12,-2.7%,3.2%,-2.9%,
CCOc1ccc(CCNC(=O)COC(=O)c2cccc(S(=O)(=O)N(C)C)c2)cc1OCC,1.6%,6.8%,0.6%[50 µM],
CCOc1ccc(C(C)=O)cc1COC(=O)CNC(=O)C12CC3CC(CC(C3)C1)C2,1.6%,7.6%,-0.7%,
O=[N+]([O-])c1ccc(CC(Cl)c2ccccn2)cc1 (stereo not given),0.8%,-0.8%,-3.1%,
CCCCC[C@@H]1C=C(C(=O)O)[C@H](c2ccc(CC)cc2)N1S(=O)(=O)c1ccc(C)cc1,23.8%,5.2%,-0.1%,NS5 inhibitors pilot replicate=0.9

# Only part of the results is shown (hit frequency here may not be typical).
